VIM-2 inhibitor = blocks Pseudomonas aeruginosa VIM-2 metallo-beta-lactamase | purified VIM-2, nitrocefin hydrolysis, epi-absorbance fluorescence | inhibition, % at 5.6 µM | hit rate 0.89% among 290,000;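 active = inhibition above the mean of all tested compounds plus 3 SD, cutoff set per screening run, cut at about 7.5% in these data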;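 note: red hydrolysis product quenches plate fluorescence so inhibitors raise well fluorescence; 0% = enzyme with DMSO and 100% = DMSO without enzyme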
GalR3 antagonist = antagonists of human GalR3 | O60755 | HEK293 GalR3-CNG cAMP membrane potential fluorescence; galR3 body fused to GalR1 C-terminus | inhibition, % at 3 µM | hit rate 0.44% among 360,000 | AID 651719;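 active = inhibition above the screen-wide average plus 3 SD, cut at about 13% in these data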;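 note: forskolin and galanin both at EC90 stimulate the cells; cAMP rise reported by CNG channel membrane potential dye signal; 0% = forskolin plus galanin with DMSO and 100% = forskolin alone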
Target sequence (O60755 1-299 limits assumed): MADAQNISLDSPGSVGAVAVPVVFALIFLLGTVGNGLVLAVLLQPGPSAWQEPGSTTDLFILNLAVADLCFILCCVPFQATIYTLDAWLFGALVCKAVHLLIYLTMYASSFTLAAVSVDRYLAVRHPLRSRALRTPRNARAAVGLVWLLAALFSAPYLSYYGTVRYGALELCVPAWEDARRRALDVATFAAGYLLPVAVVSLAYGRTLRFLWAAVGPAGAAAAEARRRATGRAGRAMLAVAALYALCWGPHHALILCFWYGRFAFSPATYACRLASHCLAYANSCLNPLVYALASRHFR
OXTR ag = agonists of human oxytocin receptor | P30559 | CHO-OTR cells, Fluo-8 calcium fluorescence; normalized: DMSO 0%, oxytocin 100% | activation, % at 3 µM | hit rate 0.32% among 320,000 | AID 2435;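 active = activation above the mean of all tested compounds plus 3 SD, cutoff set per screening run, cut at about 20% in these data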;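 note: peak over basal fluorescence ratio from a 100 s FLIPR kinetic read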
V1R ag counter = counter-screen for oxytocin receptor agonists: human V1a receptor agonists | activation, % at 3 µM | CHO-V1R cells, Fluo-8 calcium fluorescence, agonist mode; 0% DMSO, 100% 3 nM vasopressin | hit rate 0.25% among 320,000 | P37288;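 active = activation above the mean activation of all tested compounds plus 3 SD, per screening run, cut at about 20% in these data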;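 note: signal is peak over basal fluorescence ratio across a 100 second FLIPR read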
Target sequence (P37288 whole entry, looked up): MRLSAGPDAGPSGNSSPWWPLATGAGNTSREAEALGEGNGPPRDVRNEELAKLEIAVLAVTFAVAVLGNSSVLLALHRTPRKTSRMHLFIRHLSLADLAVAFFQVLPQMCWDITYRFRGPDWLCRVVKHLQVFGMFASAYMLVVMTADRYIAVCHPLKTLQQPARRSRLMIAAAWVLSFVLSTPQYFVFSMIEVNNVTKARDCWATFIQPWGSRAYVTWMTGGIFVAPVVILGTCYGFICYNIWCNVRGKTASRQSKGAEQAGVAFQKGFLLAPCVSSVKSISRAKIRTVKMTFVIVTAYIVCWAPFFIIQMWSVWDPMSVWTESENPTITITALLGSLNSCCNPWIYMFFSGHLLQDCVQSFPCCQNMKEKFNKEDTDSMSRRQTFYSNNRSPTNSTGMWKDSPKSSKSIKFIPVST
FID counter = counter-screen for HCV NS3 helicase inhibitors: DNA intercalator displacement; DNA fluorescent intercalator displacement, fluorescence; hit rate 0.17% among 290,000; inhibition, % at 7.9 µM; in the data active = inhibition above about 37%;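 note: 0% = vehicle and 100% = reference compound; higher means more ethidium bromide displaced from hairpin DNA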
HCV NS3 hel inh = blocks Hepatitis C virus NS3 helicase unwinding; NS3 helicase DNA unwinding, Cy5 molecular beacon fluorescence; inhibition, % at 10.9 µM; hit rate 0.56% among 290,000; AID 1800;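 active = inhibition above the mean of all tested compounds plus 3 SD, set per campaign, cut at about 35% in these data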;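 note: 0% = DMSO wells and 100% = thioflavine S control wells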
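Control set: DMSO versus 110 µM thioflavine S; Material: NS3 helicase fragment of HCV; Measured by: Cy5 fluorescence at 0 and 60 min, beacon hairpin quenching; Read-out basis: percent inhibition from t60/t0 fluorescence ratio; Times: reaction time 60 min, 25 °C; Repeats: single replicate; Compound dosing: single dose, 10.9 µM nominal final, DMSO 0.8% final.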
PHOSPHO1 inh = inhibitors of human PHOSPHO1 phosphatase. Q8TCT1. recombinant PHOSPHO1, absorbance phosphatase assay. inhibition, % at 13.3 µM. hit rate 1.1% among 290,000. AID 1565; in the data active = inhibition above about 60%
Target sequence (Q8TCT1 whole entry, looked up): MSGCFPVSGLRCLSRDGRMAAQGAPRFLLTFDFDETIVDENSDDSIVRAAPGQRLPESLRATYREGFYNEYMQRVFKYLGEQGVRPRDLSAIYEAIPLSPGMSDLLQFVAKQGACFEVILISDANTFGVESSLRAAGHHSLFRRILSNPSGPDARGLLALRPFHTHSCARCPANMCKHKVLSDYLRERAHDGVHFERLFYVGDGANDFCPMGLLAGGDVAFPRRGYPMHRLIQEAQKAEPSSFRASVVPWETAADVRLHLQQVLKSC
IMP-1 inhibitor = inhibitors of Pseudomonas aeruginosa IMP-1 metallo-beta-lactamase; hit rate 0.45% among 290,000; inhibition, % at 5.6 µM; purified IMP-1, nitrocefin hydrolysis, epi-absorbance fluorescence;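 active = inhibition above the mean plus 3 SD of all compounds in the same screening run, cut at about 4.5% in these data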;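 note: 0% = IMP-1 with DMSO and 100% = DMSO wells lacking enzyme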
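Material – recombinant IMP-1 enzyme, purified · Amount – IMP-1 0.2 nM before substrate addition · Medium – HEPES buffer pH 7.1 with ZnSO4 and Brij 35 · Timing – 25 °C, 15 min preincubation, 25 min reaction · Measured by – plate fluorescence quenching by hydrolysis product, ex 480/em 530 nm · Read-out – percent enzyme inhibition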
GPR7 antagonist = human neuropeptides B/W receptor 1 antagonism | AID 1861 | P48145 | hit rate 1.1% among 290,000 | GPR7-expressing cells, fluorescence antagonist assay | inhibition, % at 4.4 µM; in the data active = inhibition above about 16%, passing the limit was not always enough;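 note: cells stimulated with the agonist NPW; 0% = agonist with vehicle and 100% = vehicle without agonist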
An asterisk follows results filed as active; · = no result given.

Value order: OXTR ag	VIM-2 inhibitor	IMP-1 inhibitor	GalR3 antagonist	PHOSPHO1 inh	FID counter	GPR7 antagonist	HCV NS3 hel inh	V1R ag counter
> CCOC(=O)c1oc2ccccc2c1NC(=O)C(C)(C)C
  -2.1	-1.8	-1.3	-4	30	-12	-2	8	-0.1
> O=C(O)c1ccccc1C(=O)Nc1c(-c2ccccc2)nc2ccccn12
  -0.1	1.0	1.5	-7	14	-6	-6	-2	-0.7
> O=C(c1ccc(Br)o1)N1CCN(Cc2ccc3c(c2)OCO3)CC1
  0.2	-6.6	-4.1	-6	-25	-5	3	0	1.0
> Cc1cc(C)c2nc(Cl)c(CN(Cc3ccco3)C(=O)Nc3ccccc3C)cc2c1
  -0.1	-3.0	-2.6	-9	33	2	-7	1	0.1
> CC(C)CN(Cc1c(O)ccc2c3c(c(=O)oc12)CCC3)CC(C)C
  -1.4	0.0	-2.1	-1	16	-4	11	2	-0.5
> Cn1c(=O)c2c(nc(Sc3ncnn3CC(=O)NC(C)(C)C)n2C)n(C)c1=O
  0.5	1.9	-3.2	-5	15	-11	-3	7	0.7
> O=C(CNS(=O)(=O)c1ccccc1)N1CCc2ccccc2C1
  0.8	-0.9	-2.1	-12	-2	-6	-6	-13	9.2
> Cn1cnnc1SCc1cccc(Br)c1
  0.2	0.8	1.0	0	-4	10	8	-7	1.4
> Cc1ccc(S(=O)(=O)N2CCN(C(=O)C3COc4ccccc4O3)CC2)cc1C (stereo unspecified)
  2.5	-0.5	-1.2	-7	-55	-8	-12	-6	2.7
> CN(C(=O)c1ccc2c(c1)C(=O)N(CCC1=CCCCC1)C2=O)C1CCCCC1
  -1.5	2.6	-2.6	-2	0	-33	10	-15	-0.6
> Cc1ccc(-c2csc3nc(CN(C)Cc4ccccc4)[nH]c(=O)c23)cc1
  -1.1	-4.5	-3.5	-10	4	-15	-24	19	0.2
> O=C(OCCNc1ncc(C(F)(F)F)cc1Cl)c1ccc(S(=O)(=O)N2CCOCC2)cc1
  -1.0	-2.6	-2.8	-7	-14	-10	-5	-5	0.7
> O=C(Nc1ccc(C(=O)O)cc1)/C(=C\c1ccccc1)NC(=O)c1ccco1
  0.2	-2.1	-5.2	-2	28	-3	-4	10	1.7
> CCCc1cc(=O)oc2cc(C)cc(OCC(=O)Nc3ccccn3)c12
  -1.9	1.2	-2.7	-8	24	-31	-3	14	3.5
> CC(=O)Nc1cccc(OCCCOc2ccc([N+](=O)[O-])cc2)c1
  14	0.4	-1.4	-10	-15	-1	7	-8	12
> CCc1cc(C(=O)c2ccc(OC)cc2)c(NC(=O)CN2CCCC2)s1
  -2.6	-1.6	-2.3	-4	-4	-6	5	2	-0.7
> O=C(O)Cn1cnc2c(=S)nc[nH]c21
  2.7	2.5	-3.5	3	-10	-3	4	5	1.1
> CC(=O)OC[C@H]1O[C@@H](n2ccc(=O)[nH]c2=S)C(OC(C)=O)C1OC(C)=O (stereo partly specified)
  0.6	-1.4	-1.9	2	23	-2	-6	-2	-0.4
> Cc1ccc(S(=O)(=O)N/N=C\c2ccc([N+](=O)[O-])o2)cc1C
  0.1	-2.5	-3.8	0	15	-6	-11	4	0.1
> Cc1nc(NCc2ccc(S(N)(=O)=O)cc2)c2c(C)c(C)sc2n1
  0.1	0.5	-4.4	-6	32	-5	-4	6	0.0
> CCOc1ccccc1NC(=O)CN(c1cc(C)cc(C)c1)S(=O)(=O)c1c(C)noc1C
  0.5	-0.4	-3.2	2	9	0	-13	-3	0.5
> CCn1c(SCc2ccc(Cl)cc2)nc2nc3c(cc2c1=O)CCCC3
  -1.7	-1.3	-0.6	0	-8	-4	-13	-16	-1.1
> Cc1cccnc1CC(C)NC(=O)c1cc(COc2cncc(Cl)c2)on1 (stereo unspecified)
  -0.1	-1.9	-3.8	0	33	-37	11	1	-0.7
> COc1ccccc1N(C(=O)c1snc(C(N)=O)c1N)C(C(=O)NCc1ccccc1)c1ccc(C)o1 (stereo unspecified)
  ·	-4.6	-0.6	-6	27	-35	9	-10	·
> CC(=O)Oc1ccc2c(c1)cc(C)n2C
  -0.8	-2.4	-4.9	-4	0	-26	1	3	0.8
> OC(CNCc1ccccc1)c1ccccc1 (stereo unspecified)
  0.2	-4.0	-3.6	-4	-2	-1	-9	-4	-0.1
> COc1ccc(CC2(CO)CCN(S(=O)(=O)N(C)C)CC2)cc1
  2.4	-2.0	-3.1	-5	15	-3	-5	0	1.0
> CN(C)S(=O)(=O)c1ccc2oc(SCC(=O)Nc3ccccc3F)nc2c1
  0.1	-3.0	-0.9	-3	13	-4	-14	3	0.7
> O=C(O)c1ccc(COc2cccc(CO)c2)cc1
  2.2	-1.3	-1.0	-8	16	-5	-9	-2	1.3
> CSc1ccc(Cn2nnc(C(=O)Nc3ccc(C)c(C)c3)c2N)cc1
  1.5	-3.3	-1.9	4	-4	-1	-2	-1	2.2
> CCNC(=S)N1CC(C)OC(C)C1 (stereo unspecified)
  1.0	3.3	-1.1	-1	17	3	1	23	0.2
> CCCOc1ccc(N2C(=O)C3C(C(C)C)NC4(C(=O)c5ccccc5C4=O)C3C2=O)cc1 (stereo unspecified)
  3.9	-5.2	3.0	-4	12	-43	16	8	3.7
> CCSc1nc(C)cc(C)c1S(=O)(=O)c1ccccc1C
  -1.7	-1.3	0.0	-6	-6	-5	-6	-2	-1.4
> CCc1ccccc1S(=O)(=O)c1c(C)cc(C)nc1Cl
  -1.9	-2.5	-1.7	3	26	-21	-11	2	-1.3
> COc1ccc(CNC(=O)CN(c2ccc(OC)cc2)S(=O)(=O)c2c(C)[nH]c(=O)[nH]c2=O)cc1
  -0.1	-1.3	-0.9	0	26	-28	0	8	-0.2
> CN(Cc1cn(C)nc1-c1ccccc1F)CC1CCCCO1 (stereo unspecified)
  0.1	-1.6	-1.1	-4	52	1	-13	-2	-0.7
> COc1ccc(OC)c(NC(=O)C2CC(=O)n3ncnc3N2)c1 (stereo unspecified)
  0.3	-1.3	-4.4	-3	-32	-1	-14	-3	0.3
> CCOC(=O)c1cc(NC(=O)Nc2ccccc2OC)c(C)nc1C
  0.8	-1.7	3.5	-3	9	-8	8	2	1.5
> CC1=CN2C(=N)/C(=C/c3ccc([N+](=O)[O-])o3)C(=O)N=C2S1
  2.6	-1.8	-1.4	-6	-9	-11	-9	51*	0.8
> O=C(CCn1cnc2ccccc2c1=O)Nc1nc2c(s1)CCCC2
  -0.1	-2.9	-1.4	-3	-25	-2	-6	2	0.2
> COc1ccc(C(=O)CCC(=O)N2CCN(c3cc(C)ccc3C)CC2)cc1
  0.8	-2.5	-1.8	0	27	-47	-10	-5	2.5
> CN1CCN(C(=O)CC2(CC(=O)O)CCCC2)CC1
  1.2	-5.4	-4.0	-7	25	0	-2	-2	0.4
> Cc1ccc(S(=O)(=O)NC2CC(C)(C)NC(C)(C)C2)c(C)c1C
  0.5	-1.9	-0.7	-10	44	6	-11	0	0.6
> O=C(NC(c1ccccc1)c1ccccc1)c1ccc(S(=O)(=O)C(F)F)cc1
  6.6	-0.4	-1.8	1	25	-1	-3	-2	0.5
> Cc1cc2c(cc1C)C(c1cc(Br)ccc1F)CC(=O)N2 (stereo unspecified)
  -0.9	-2.5	-0.6	-4	-10	-1	-3	4	0.5
> CSCCNC(=O)c1ccc(OC2CCN(CCc3ccccc3)CC2)cc1
  2.5	0.1	1.3	-5	40	9	-16	-3	1.7
> FC(F)(F)c1cnc(Sc2nc3nccc(-c4ccc(Cl)cc4)n3n2)c(Cl)c1
  -1.9	-2.6	-3.4	-4	4	-2	-6	-1	-0.6
> CCOC(=O)N1CCC(N(CCOC)C(=O)Nc2ccc(Cl)cc2)CC1
  2.6	-0.5	-2.2	-4	23	-21	-6	2	7.4
> COc1ccc(C2C(C#N)=C(N)N(c3ccccc3C#N)C3=C2C(=O)CCC3)cc1CN1CCCC1 (stereo unspecified)
  0.6	-1.9	-1.8	-1	-8	6	-9	2	1.4
> CN1CCCC(OC(=O)c2ccc(C#N)cc2)C1 (stereo unspecified)
  1.0	-0.9	-3.0	-8	42	-1	-3	1	0.9
> O=C(Nc1ccccc1)Nc1n[nH]c2nnc(-c3ccccc3)c(-c3ccccc3)c12
  -0.9	0.3	21*	1	20	-13	-7	2	0.0
> CCOc1ccc(C(=O)NCCN(C)C)cc1
  0.0	-1.5	-5.9	-4	-13	-5	-15	0	0.1
> O=C(NCCO)c1cc2ccccc2c(=O)s1
  0.2	-0.2	-2.4	-2	18	-12	-6	-3	1.3
> CN1C(=O)CSC1=Nc1ccc(Br)cc1
  -1.2	-0.4	-2.0	-7	·	-17	3	3	1.1
> O=C(NCCc1ccccc1)C(=O)NN=C1CCCC1
  -0.6	-0.5	-2.1	3	17	-4	-1	-1	-0.3
> CN(C)c1ccc(C(C(=O)NC(C)(C)C)N(C(=O)c2csnn2)C2CC2)cc1 (stereo unspecified)
  -0.3	-0.1	-2.2	-5	-37	-1	1	-1	-0.3
> CCc1ccc(NC(=O)CSCCO)cc1
  -0.4	-1.7	0.3	0	4	-1	-7	9	0.9
> CCc1nnc(NC(=O)CN2C(=O)/C(=C/c3cc(OC)c(OC)c(OC)c3)SC2=S)s1
  -1.7	-1.3	-1.1	3	0	-21	-5	19	-0.1
> Cc1ccc(/C=N/NS(=O)(=O)c2ccc([N+](=O)[O-])cc2)o1
  0.0	-2.3	-2.9	-1	-4	-7	-8	5	-0.1
> O=C(CN1CCN(C(=O)c2ccccc2)CC1)Nc1ncc(Br)cc1Br
  0.1	-3.4	-5.2	-2	-14	-11	-7	1	-0.3

Carrying on.
Value order: OXTR ag	VIM-2 inhibitor	IMP-1 inhibitor	GalR3 antagonist	PHOSPHO1 inh	FID counter	GPR7 antagonist	HCV NS3 hel inh	V1R ag counter
> CCOc1cc(N2CCOCC2)c(OCC)cc1NC(=O)c1ccc(S(C)(=O)=O)cc1
  0.0	-1.2	-1.6	-3	-8	-18	-14	0	1.0
> Cn1c(=O)[nH]c(=O)c2c1nc(SCCN1CCOCC1)n2CCCc1ccccc1
  0.2	1.0	2.1	·	7	-8	-11	0	0.3
> COc1ccc(C2CC(c3ccccc3)=NN2C(=O)CSc2nccc(=O)[nH]2)cc1 (stereo unspecified)
  2.1	-3.5	-3.1	2	-10	-20	-8	11	2.5
> CCc1ccc(C(=O)NC(C(=O)O)C(C)C)cc1 (stereo unspecified)
  0.5	0.0	-2.0	-3	26	1	1	0	0.2
> CCOC(=O)CSc1nc2ccccc2c(=O)n1C
  -0.2	1.6	-4.2	-4	-20	-6	-2	2	1.2

Three structures out of the list, ordered by formula weight, rising:
Value order: OXTR ag	VIM-2 inhibitor	IMP-1 inhibitor	GalR3 antagonist	PHOSPHO1 inh	FID counter	GPR7 antagonist	HCV NS3 hel inh	V1R ag counter
> CCc1ccc(C(=O)NC(C(=O)O)C(C)C)cc1 (stereo unspecified)
  0.5	0.0	-2.0	-3	26	1	1	0	0.2
> Cn1c(=O)[nH]c(=O)c2c1nc(SCCN1CCOCC1)n2CCCc1ccccc1
  0.2	1.0	2.1	·	7	-8	-11	0	0.3
> CCOc1cc(N2CCOCC2)c(OCC)cc1NC(=O)c1ccc(S(C)(=O)=O)cc1
  0.0	-1.2	-1.6	-3	-8	-18	-14	0	1.0
